SIAH1 antagonists: Siah-1 peptide-binding antagonists, primary screen, biochemical, fluorescence polarization, rhodamine-plectin, uHTS (AID 1817) | Siah-1 / rhodamine-plectin peptide fluorescence polarization; higher % means a stronger effect | displacement, % at 20 µM, or IC50 in µM where a hit was titrated | 290,000 compounds, 0.02% hits;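 active means displacement of at least 50% at 20 µM, with a fluorescence ratio check between 0.3 and a set limit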;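 further: plate controls were Siah plus tracer with DMSO for no effect and tracer alone without Siah for full effect; strong numbers were not always called active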
NS5 inhibitors: Dengue-2 NS5 methyltransferase inhibitors, primary screen, biochemical, confirmation dose response (AID 588689); Dengue-2 NS5 methyltransferase capping enzyme assay, biochemical; higher % means a stronger effect; 340,000 compounds, 0.3% hits; inhibition, % at 25 µM; hits with a dose series show IC50 in µM; in the data active means a potency from the dose series; inconclusive means inhibition above about 29% without an active follow-up result
HIV fusion peptide: inhibitors of HIV fusion peptide binding, primary screen, biochemical, uHTS, fluorescence dequenching (AID 1986). inhibition, % at 20 µM, or IC50 in µM where a hit was titrated. 290,000 compounds, 0.3% hits. cell-free peptide binding, fluorescence dequenching, 30 min; higher % means a stronger effect; in the data active means inhibition mostly above about 52%, no sharp cut-off; inactive means mostly below about 76%; further: some results filed as inactive read as strong as hits
GPR55 antagonists: GPR55 antagonists blocking LPI-driven arrestin recruitment, primary screen, imaging, U2OS, beta-arrestin-GFP, LPI agonist (AID 2013); U2OS GPR55 beta-arrestin-GFP translocation imaging, LPI antagonism; higher % means a stronger effect; one-dose inhibition, % at 10 µM; IC50 in µM for titrated hits; 290,000 compounds, 0.13% hits;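 active means spots per cell inhibited over 60%, with over 100 cells counted and total cytoplasm intensity under 500,000; inconclusive means wells with under 100 cells, flagged as likely toxic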;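 further: U2OS cells stably carrying GPR55 and arrestin-GFP stimulated by 5 µM LPI near EC80; imaged beta-arrestin-GFP aggregate spots per cell after agonist stimulation; plate controls were LPI-stimulated DMSO wells for no effect and DMSO wells without LPI for full effect; some results filed as inactive read as strong as hits; confirmed hits need IC50 under 10 µM and bright autofluorescent wells are also inconclusive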
GPR35 arrestin U2OS: GPR35 antagonists blocking zaprinast-driven arrestin recruitment, primary screen, imaging, U2OS, beta-arrestin-GFP, zaprinast agonist (AID 2058). U2OS GPR35 beta-arrestin-GFP translocation imaging, zaprinast antagonism; higher % means a stronger effect. inhibition, % at 10 µM, or IC50 in µM where a hit was titrated. 290,000 compounds, 0.052% hits;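 active means inhibition of at least 50% with at least 30 cells and total cytoplasm GFP at most 10,000,000; inconclusive means under 30 cells or total GFP of 10,000,000 plus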
NTR1 agonist: agonists of NTR1, primary screen, imaging, U2OS cells, beta-arrestin-GFP, high content (AID 493036). activation, % at 20 µM. P30989. 330,000 compounds, 0.17% hits. NTR1-U2OS beta-arrestin-GFP spot imaging, agonist mode;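 active means activation at or above 40% of the spot to cytoplasm intensity ratio, with at least 20 cells analyzed; inconclusive means wells under 20 cells, flagged as cytotoxic or low count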;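 further: 0% = DMSO without peptide and 100% = 100 nM NTR1 peptide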
Target sequence (P30989 whole entry, looked up): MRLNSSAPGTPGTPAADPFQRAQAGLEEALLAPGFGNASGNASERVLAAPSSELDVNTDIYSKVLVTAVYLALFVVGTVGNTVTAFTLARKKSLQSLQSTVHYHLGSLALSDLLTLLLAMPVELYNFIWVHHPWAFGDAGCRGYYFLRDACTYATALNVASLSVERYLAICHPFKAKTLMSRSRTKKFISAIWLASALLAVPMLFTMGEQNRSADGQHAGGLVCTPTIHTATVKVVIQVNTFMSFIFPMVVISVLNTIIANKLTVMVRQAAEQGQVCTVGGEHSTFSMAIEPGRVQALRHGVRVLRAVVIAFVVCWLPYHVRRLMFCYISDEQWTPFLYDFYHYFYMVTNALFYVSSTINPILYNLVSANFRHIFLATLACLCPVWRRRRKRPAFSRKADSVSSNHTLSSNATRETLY
GPR55 beta-arrestin: GPR55 agonists via beta-arrestin recruitment, primary screen, imaging, U2OS cells, beta-arrestin-GFP redistribution (AID 1961); U2OS GPR55 beta-arrestin-GFP redistribution imaging; higher % means a stronger effect; activation, % at 10 µM, or EC50 in µM where a hit was titrated; 290,000 compounds, 0.048% hits;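 active means activation above 40% with more than 50 cells counted in the well; inconclusive means wells holding fewer than 50 cells, flagged as toxic or sparse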;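 further: U2OS osteosarcoma cells stably expressing GPR55 and beta-arrestin-GFP; plate controls were DMSO negative control for no effect and LPI positive control for full effect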
K1F lysis inhibition: inhibition of K1F phage lysis, E. coli UTI89, bacterial capsule biogenesis inhibitors, alamar blue (AID 488966); E. coli UTI89 K1F phage lysis, alamar blue, 2 h; higher % means a stronger effect; inhibition, % at 100 µM, or IC50 in µM where a hit was titrated; 340,000 compounds, 0.02% hits;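 active means phage lysis inhibition, versus mean bacterial control, above a set limit; inconclusive means no clear call, values can overlap the other calls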;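 further: capsule biogenesis inhibitors block K1F phage lysis so surviving cells raise fluorescence; higher fluorescence means more inhibition of phage lysis; actives were called in the ten point dose series up to 300 µM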
AID2073: disruptors of CaV2.2 binding to Mint1 – biochemical, HTRF (AID 2073). HTRF protein-protein interaction, Mint1-CaV2.2; higher % means a stronger effect. inhibition, % at 20 µM, or IC50 in µM where a hit was titrated. 290,000 compounds, 0.19% hits; in the data active means inhibition mostly above about 51%, no sharp cut-off; inconclusive means no clear call, values can overlap the other calls; inactive means mostly below about 53%; further: some results filed as inactive read as strong as hits
NTR1 agonist cell count 20 µM: also measured in NTR1 agonist; calls as there; cell count; measured here: cell count, cytotoxicity flag
NS5 inhibitors pilot replicate: also measured in NS5 inhibitors; calls as there; inhibition, %; measured here: pilot screen replicate inhibition
Active calls of the source: *; ? = inconclusive; · = no result given; [ ] = dose if it differs, or a comment.

SMILES	SIAH1 antagonists	NS5 inhibitors	HIV fusion peptide	GPR55 antagonists	GPR35 arrestin U2OS	NTR1 agonist	NTR1 agonist cell count 20 µM	GPR55 beta-arrestin	K1F lysis inhibition	AID2073	others
COc1ccc(-c2cc(-c3ccccc3O)[nH]n2)cc1	2.1%	0.0%	-2.8%	1.9%	-5.0%	11.8	48	-0.2%	-0.6%	12.5%
O=C(CCn1cnc2ccccc2c1=O)Nc1cccc(Cl)c1Cl	7.5%	-3.1%	-0.9%	-6.6%	-5.1%	-0.3	28	-0.1%	-0.4%	1.3%
COc1ccc(C(=O)COC(=O)CN2C(=O)C3C4CCC(C4)C3C2=O)cc1 (stereo unspecified)	-4.1%	-10.3%	-0.8%	-4.9%	-9.5%	0.8	49	·	0.1%	-2.1%
N/C(=N\OC(=O)c1cc(Cl)ccc1Cl)c1ccncc1	17.1%	-3.6%	-0.4%	-4.2%	9.4%	0.6	71	-0.1%	-0.1%	-7.2%
CCOc1ccc(N2CC(=O)N(c3ccc(OCC)cc3)CC2=O)cc1	-1.5%	2.7%	1.0%	-5.3%	11.2%	-0.7	63	-0.1%	0.3%	0.3%
O=C(NC(=S)NC1CCCc2ccccc21)c1ccc(F)cc1 (stereo unspecified)	-4.2%	-10.3%	2.2%	-3.2%	-0.3%	2.4	40	0.3%	-0.1%	-9.8%
Cc1ccc(CCN2CC(C(=O)NCCCN3CCCCCC3)CC2=O)cc1 (stereo unspecified)	-2.3%	2.0%	-1.0%	-2.5%	-7.0%	0.7	33	0.4%	0.2%	-9.9%
CCC(C)(C)N1CC(=O)N(Cc2ccccc2)C(c2ccc(OC)cc2)C1=O (stereo unspecified)	-0.9%	·	-0.1%	3.2%	10.2%	-0.2	52	0.2%	0.1%	-11.4%
COC(=O)c1ccc(NC(=O)c2cccc(NC(=O)c3ccccc3)c2)cc1	11.8%	·	8.9%	19.0%	-10.5%	-0.5	52	0.3%	0.2%	14.5%
Cc1ccccc1NC(=O)CC1S/C(=N/c2nccs2)N(C)C1=O (stereo unspecified)	-2.2%	-10.6%	-0.5%	9.8%	8.4%	0.9	48	-0.1%	1.4%	-8.3%
Cc1nc(Nc2ccccc2)sc1C(=O)Nc1ccccc1	2.4%	2.3%	-0.1%	4.7%	1.4%	0.7	49	-0.1%	-0.6%	1.0%
COc1ccc(C(CNC(=O)c2ccc3c(c2)C(=O)N(CCC(C)C)C3=O)N2CCOCC2)cc1 (stereo unspecified)	1.5%	6.5%	3.2%	1.1%	-0.6%	0.2	84	-0.3%	-0.7%	-9.6%
CCOC(=O)c1cn(Cc2cccc(Cl)c2)c2cc(C)nn2c1=O	3.5%	7.0%	-2.0%	0.0%	-0.3%	0.2	47	-0.2%	-1.2%	17.1%
FC(F)(F)c1cnc2c(-c3ccccc3)n[nH]c2c1	3.9%	·	3.2%	5.4%	7.3%	5.7	85	-0.4%	·	13.9%
O=S(=O)(c1ccc2c(c1)oc1ccccc12)N1CCOCC1	1.9%	-8.9%	-1.2%	-1.3%	-0.5%	1.0	81	0.7%	1.1%	-1.1%
O=C(NCCCn1ccnc1)C1CC(c2cccc(Br)c2)=NO1 (stereo unspecified)	1.8%	1.4%	-1.5%	3.3%	5.1%	-0.5	52	0.2%	0.9%	-2.4%
CCCC1(c2ccccc2)NC(=O)N(CC(=O)c2[nH]c(C)c(C(=O)OCC)c2C)C1=O (stereo unspecified)	2.5%	-1.4%	0.0%	-0.1%	-8.6%	8.8	59	-0.1%	0.5%	-0.3%
O=C(COc1ccccc1)Nc1cccc(-c2cn3cccnc3n2)c1	-2.6%	-2.6%	-0.6%	1.1%	-6.8%	0.6	59	-0.1%	0.6%[50 µM]	27.5%
Cc1cc(NC(=O)CCN2C(=O)c3ccccc3C2=O)no1	-10.2%	1.6%	1.3%	-3.4%	6.1%	-0.9	87	-0.2%	-0.1%	41.9%
C=CCOc1ccc(C2/C(=C(\O)c3ccc4c(c3)CC(C)O4)C(=O)C(=O)N2CCN2CCOCC2)cc1OCC (stereo unspecified)	-4.4%	4.4%	0.1%	5.5%	11.8%	1.9	59	0.1%	-0.4%	6.0%
CCc1nnc(NS(=O)(=O)c2ccc(Nc3ccc([N+](=O)[O-])c4nonc34)cc2)s1	2.7%	-9.3%	24.3%	8.2%	-7.4%	0.1	38	1.3%	-2.1%	-1.9%
Cc1nnc(NC(=O)C2CCN(c3cnccn3)CC2)s1	-0.6%	-2.0%	6.4%	20.9%	7.8%	0.6	75	0.3%	-0.4%	40.2%	NS5 inhibitors pilot replicate=2.1
O=P(OC1CCCCC1)(OC1CCCCC1)C(O)c1c(Cl)cccc1Cl (stereo unspecified)	0.5%	-6.2%	3.1%	-8.3%	19.0%	0.8	72	0.3%	0.3%	0.2%
CC(=O)NC(c1cccc([N+](=O)[O-])c1)c1ccc2cccnc2c1O (stereo unspecified)	-9.1%	2.9%	-0.9%	-34.2%	-3.9%	3.0	47	0.3%	0.8%	-3.8%
COc1cccc(NC(=O)C(NC2CCCC2)c2ccccc2)c1 (stereo unspecified)	0.0%	0.0%	0.5%	-8.5%	-10.4%	0.6	42	-0.1%	0.3%	14.1%
COC(=O)[C@@H](Cc1c[nH]c2ccccc12)NC(=O)CNC(=O)c1ccccc1OC	4.1%	-6.6%	-1.0%	-6.4%	1.4%	-0.6	41	-0.2%	0.0%	7.3%
O=C(O)Cc1coc(-c2ccc(F)cc2)n1	3.7%	0.0%	0.4%	2.5%	5.8%	2.9	63	0.2%	1.8%	2.1%
C/C(=N/NC(=O)c1ccc(C)s1)c1ccncc1	4.4%	-4.5%	-0.5%	0.8%	5.4%	0.7	64	-0.1%	0.7%[50 µM]	6.7%
CSc1ccccc1NC(=O)N1CCCC(C(=O)c2ccc3c(c2)OCO3)C1 (stereo unspecified)	-0.3%	-3.0%	2.2%	5.7%	3.1%	1.5	50	-0.2%	0.3%	3.8%
O=C(N/N=C(\c1ccccc1)c1cccnc1)c1cc(O)ccc1O	-1.9%	·	3.1%	11.5%	-11.5%	-0.8	57	-0.1%	·	-19.9%
O=C(COC(=O)c1ccccc1Nc1ccccc1)NCc1ccccc1Cl	0.9%	0.7%	-0.3%	0.4%	-0.1%	6.5	51	?	1.6%[50 µM]	26.1%
Nc1nc(NCCCN2CCOCC2)nc(Nc2ccccc2F)c1[N+](=O)[O-]	7.4%	4.6%	0.3%	4.7%	10.5%	-1.2	41	0.9%	-1.1%	6.1%
CCOC(=O)c1c(/N=C/C2=C(O)CCCC2=O)sc(C)c1C	42.7%	2.9%	52.3%*	3.7%	4.5%	-0.3	39	0.1%	0.3%[50 µM]	-2.7%
COc1ccccc1NC(=S)N1CCn2cccc2C1c1cccnc1 (stereo unspecified)	4.4%	3.0%	-1.4%	-2.5%	-12.1%	0.2	58	-0.2%	0.3%	-18.3%
COC(=O)COc1cccc(NS(=O)(=O)c2cccc([N+](=O)[O-])c2)c1	-1.6%	·	0.8%	3.7%	8.6%	1.3	47	-0.1%	0.2%	2.1%
O=C(O)/C=C\C(=O)NNC(=O)c1cc(-c2ccccc2)n[nH]1	-1.6%	-8.6%	2.9%	-1.6%	11.4%	1.4	58	-0.2%	0.0%	?
N#Cc1c(-c2ccccc2)cc(-c2ccccc2)[nH]c1=O	-0.5%	0.7%	1.6%	-5.8%	-10.5%	-0.1	87	0.4%	0.1%	27.8%
CCOc1ccc(C(C(=O)NC2CCCC2)N(Cc2ccccc2)C(=O)c2nsc(Cl)c2Cl)cc1 (stereo unspecified)	3.8%	2.1%	2.2%	10.4%	-8.5%	-1.6	47	0.7%	0.1%	-1.9%
COc1ccc(OCC2CNC(=O)O2)cc1 (stereo unspecified)	-3.9%	2.2%	-0.4%	1.7%	5.5%	1.3	52	0.1%	-1.5%	23.2%
O=C(NCCC1=CCCCC1)C1CCCN(S(=O)(=O)c2cnc[nH]2)C1 (stereo unspecified)	-1.7%	-6.7%	-1.1%	-11.8%	6.4%	-1.1	72	-0.1%	-3.6%	-3.0%
O=C(CSc1nc2ccccc2c(=O)n1Cc1ccccc1)Nc1ccc(Br)cc1C(=O)O	5.9%	26.1%	14.4µM*	-2.0%	3.1%	1.3	39	1.3%	-0.8%	8.4%
Cc1ccc(CC(=O)N2CCC(c3nc4c(nnn4Cc4ccccc4)c(=O)[nH]3)CC2)cc1	-3.0%	-2.1%	-0.6%	-14.0%	-13.5%	7.4	66	0.0%	0.3%	14.1%
COc1cccc(NC(=O)Cn2c3ccc(F)cc3c3nc4n(c(=O)c32)CCCS4)c1	2.3%	1.7%	1.0%	10.4%	4.1%	3.5	53	-0.2%	0.5%	6.2%
Cc1sc2nc(SCC(=O)NCCOCCO)nc(N)c2c1C	-1.0%	·	-0.1%	17.5%	22.1%	-0.5	31	0.0%	0.7%	-13.4%
CCOC(=O)CC(=O)CSc1nc(N)c(C#N)c(-c2ccc(F)cc2)c1C#N	-2.2%	0.0%	3.7%	-8.1%	-12.2%	-0.1	62	-0.2%	6.3%	9.8%
Cc1cccc2sc(N(CCN(C)C)C(=O)c3cc(Cl)sc3Cl)nc12	6.2%	-1.3%	-0.8%	-1.9%	-1.7%	2.1	72	-0.2%	0.6%	2.3%
CC1(C)CC(NNCCC#N)=CC(=[N+]2CCCC2)C1	2.5%	4.4%	13.9%	-2.9%	-0.4%	0.9	47	-0.3%	0.7%	-7.3%
CCOC(=O)CN1CC23C=CC(O2)C(C(=O)NCc2ccccc2OC)C3C1=O (stereo unspecified)	1.3%	0.0%	0.6%	6.6%	13.9%	-1.1	57	0.3%	1.4%	4.6%
COc1ccc(N/C=C/C(=O)C(F)(F)F)cc1	1.0%	-2.2%	-2.7%	0.0%	13.0%	1.7	54	0.0%	4.1%	-9.9%
Cc1cc(NC(=O)CSCc2ccccc2)no1	-3.8%	-4.4%	0.7%	-10.2%	1.1%	-0.8	94	0.3%	0.2%	2.8%
O=C(Nc1ccc(C2CC2(Cl)Cl)cc1)c1cccc([N+](=O)[O-])c1 (stereo unspecified)	3.5%	-8.5%	1.0%	5.7%	-9.7%	15.4	65	-0.2%	-1.7%	28.2%
CC(C)C(=O)N1CCN(c2ccc(NC(=O)c3ccco3)cc2Cl)CC1	1.1%	-9.8%	-0.9%	0.6%	5.1%	-0.4	42	-0.1%	0.2%	4.6%
Cc1ccc(S(=O)(=O)NC(C)(C)CN2CCC(Cc3ccccc3)CC2)cc1	3.5%	5.5%	0.2%	22.8%	16.6%	11.3	57	-0.1%	-0.1%	-9.3%

Compound activity deposited in PubChem BioAssay by several laboratories.
